Assay outcomes as filed in PubChem.
PfG6PD inh = PfG6PD (Plasmodium falciparum) enzyme inhibition; inhibition, % at 20 µM; PfGluPho enzyme, NADPH resazurin-diaphorase fluorescence; 350,000 compounds, 0.78% hits;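 active means inhibition reaching at least a set limit at 20 µM in the primary screen, cut at about 59% in these data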;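 further: 0% = DMSO wells with substrate and 100% = DMSO wells lacking glucose-6-phosphate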
SENP7 inh = inhibitors of human SENP7 protease | Q9BQF6 | recombinant SENP7, Z-RLRGG-aminoluciferin luminescence, 40 min | inhibition, % at 5 µM | 330,000 compounds, 1.5% hits | AID 434973;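 active means inhibition above about 50% at the single test dose, limit read from the data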;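 further: plate controls were DMSO with enzyme for no effect and no enzyme buffer wells for full effect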
SENP8 block-1 = SENP8 (human) protease inhibition; inhibition, % at 20 µM; Q96LD8; 360,000 compounds, 0.64% hits; AID 602440; recombinant SENP8, Nedd8 substrate fluorescence; in the data active means inhibition mostly above about 40%, no sharp cut-off; inactive means mostly below about 27%
SENP6 inh = inhibitors of human SENP6 protease. inhibition, % at 10 µM. 330,000 compounds, 1.8% hits. AID 2599. Q9GZR1. Recombinant SENP6 catalytic domain, aminoluciferin luminescence;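 active means inhibition above about 50% at the single tested dose, limit read from the data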;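 further: plate controls were DMSO wells with enzyme for no effect and DMSO wells lacking enzyme for full effect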
Apaf1 inhib = human Apaf-1 inhibition. O14727. reconstituted apoptosome caspase-3 activity, DEVD-Rh110 fluorescence. inhibition, % at 20 µM. 330,000 compounds, 0.71% hits. AID 489030; active means inhibition of at least 40% at 20 µM;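 further: plate controls were DMSO wells for no effect and DEVD-CHO caspase inhibitor wells for full effect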
Target sequence (O14727 whole entry, looked up): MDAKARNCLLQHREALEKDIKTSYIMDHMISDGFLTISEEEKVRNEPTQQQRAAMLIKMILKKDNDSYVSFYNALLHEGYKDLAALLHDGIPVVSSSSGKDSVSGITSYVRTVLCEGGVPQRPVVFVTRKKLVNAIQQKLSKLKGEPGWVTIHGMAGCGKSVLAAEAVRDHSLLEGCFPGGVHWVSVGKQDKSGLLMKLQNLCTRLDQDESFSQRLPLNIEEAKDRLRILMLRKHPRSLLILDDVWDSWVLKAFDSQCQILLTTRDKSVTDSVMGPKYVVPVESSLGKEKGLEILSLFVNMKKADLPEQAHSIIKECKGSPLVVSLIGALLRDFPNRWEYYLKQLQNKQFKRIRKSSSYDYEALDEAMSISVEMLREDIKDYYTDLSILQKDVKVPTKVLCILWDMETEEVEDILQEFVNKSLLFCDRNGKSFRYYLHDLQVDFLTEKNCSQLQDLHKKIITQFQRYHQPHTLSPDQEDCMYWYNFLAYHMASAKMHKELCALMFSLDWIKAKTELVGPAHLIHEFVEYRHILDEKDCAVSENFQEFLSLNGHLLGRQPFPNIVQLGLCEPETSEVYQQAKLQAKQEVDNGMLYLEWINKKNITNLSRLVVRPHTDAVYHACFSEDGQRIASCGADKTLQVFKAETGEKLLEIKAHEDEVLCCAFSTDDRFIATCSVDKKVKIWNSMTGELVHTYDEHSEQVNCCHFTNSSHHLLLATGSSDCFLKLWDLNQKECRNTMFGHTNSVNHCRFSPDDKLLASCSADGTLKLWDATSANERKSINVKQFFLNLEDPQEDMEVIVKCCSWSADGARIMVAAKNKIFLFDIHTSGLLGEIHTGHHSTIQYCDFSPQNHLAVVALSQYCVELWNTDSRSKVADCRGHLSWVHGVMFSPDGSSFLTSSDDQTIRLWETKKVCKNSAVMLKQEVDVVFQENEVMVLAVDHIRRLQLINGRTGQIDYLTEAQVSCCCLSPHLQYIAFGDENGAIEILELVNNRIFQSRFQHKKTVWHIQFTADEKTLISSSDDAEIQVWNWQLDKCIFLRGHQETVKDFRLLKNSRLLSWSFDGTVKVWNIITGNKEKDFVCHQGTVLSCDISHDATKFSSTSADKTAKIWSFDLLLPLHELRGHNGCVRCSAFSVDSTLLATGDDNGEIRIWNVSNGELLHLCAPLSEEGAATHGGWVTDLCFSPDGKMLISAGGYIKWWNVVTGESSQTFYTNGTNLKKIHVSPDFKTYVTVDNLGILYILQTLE
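Assay system: Apoptosome proteins | Medium: pH 7.5 Hepes buffer with CHAPS, BSA, DTT | Also added: Cytochrome c and DEVD-Rh110 substrate | Times: 30 min plus 50 min, RT | Detection: Rhodamine 110 fluorescence at Ex 480/Em 540 nm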
SENP8 block-2 = inhibitors of human SENP8 protease | inhibition, % at 10 µM | AID 2540 | 330,000 compounds, 1.2% hits | Q96LD8 | purified SENP8, Z-RLRGG-aminoluciferin cleavage, luminescence; in the data active means inhibition above about 50%
HKDC1 inhibitor = HKDC1 (human) hexokinase inhibition | recombinant HKDC1, G6PDH/diaphorase resazurin coupled fluorescence | inhibition, % at 20 µM | 340,000 compounds, 0.16% hits;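 active means inhibition above about 35% when tested at 20 µM, limit read from the data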;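 further: plate controls were DMSO wells with enzyme for no effect and DMSO wells lacking enzyme for full effect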
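System: Recombinant HKDC1 hexokinase | Amount: HKDC1 at 5 µg/mL | Reagent: Glucose with 1 mM ATP | Doses: Single 20 µM dose | Incubation: Reaction time 90 min, room temperature, protected from light | Signal: Coupled resazurin fluorescence, excitation 525 nm, emission 613 nm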
SENP1 inh = blocks the human SENP1 SUMO protease catalytic domain. Q9P0U3. recombinant SENP1 catalytic domain, CyPet-SUMO1-YPet FRET cleavage. inhibition, % at 10 µM. 360,000 compounds, 0.21% hits. AID 624204;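 active means inhibition at least 30% at 10 µM, raw YFP signal under a set limit, fluorescence ratio 0.5 to 1.5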;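 further: 0% = enzyme with DMSO and 100% = no enzyme wells; some results filed as inactive read as strong as hits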
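Test system: hSENP1 catalytic domain, recombinant; Amount: 20 pM final SENP1 enzyme; Medium: Tris pH 8 buffer plus EDTA, NaCl, BME, BSA, NP40, catalase; Schedule: 50 min enzyme reaction, room temperature, light-protected; Technique: FRET fluorescence in CFP and YFP emission channels; Controls: no-enzyme wells low, DMSO-plus-enzyme wells high control.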
* hit, by the source's call; i = inactive; / = no result given. Outcome played no part in choosing rows, and some 3.6% of all compounds hit somewhere here.

canonical_smiles,PfG6PD inh,SENP7 inh,SENP8 block-1,SENP6 inh,Apaf1 inhib,SENP8 block-2,HKDC1 inhibitor,SENP1 inh
O=C(Nc1cccnc1)c1cccc(S(=O)(=O)N2CCc3ccccc32)c1,10,6,4,5,7,-2,-9,1
Cc1ccc2c(c1)CC1(CN2C)C(=O)OC2(CCCCC2)OC1=O,15,6,-22,1,3,-4,1,-11
CN(C)CCN(C(=O)C1CCN(S(=O)(=O)c2cccs2)CC1)c1nc2c(F)cccc2s1,4,6,11,-7,6,-4,1,3
COCc1cc(C)nc(N2CCN(c3ccccc3)CC2)c1C#N,8,-11,1,-4,18,-15,6,-1
O=C(COC(=O)Cc1c[nH]c2ccccc12)NC1CCCCC1,-2,-9,6,-9,2,-7,-11,4
CCn1c2ccccc2c2nnc(SCCN3CCCCC3)nc21,12,-3,2,6,-8,-9,-5,-2
CCOc1ccc(-c2c(C(=O)N/N=C(\C)c3ccncc3)nnn2-c2nonc2N)cc1,-6,-18,0,7,3,-9,-3,3
COc1ccc(NC(=O)CC(NC(C)c2ccccc2)C(=O)O)cc1 (stereo not drawn),2,-6,8,-19,-7,-6,-5,0
O=C1CS(=O)(=O)c2ccccc2N1,-11,-5,13,-21,0,-6,2,-1
CCOC(=O)CN1C=C(c2ccc3ccccc3n2)C(C[N+](=O)[O-])c2ccccc21 (stereo not drawn),17,5,-470,-14,16,-2,2,-24
COc1cc(OC)c(C(=O)OCC(=O)N2CCOCC2)cc1OC,5,1,11,-19,1,-8,-3,-1
CCNC(=O)N(CCOC)CC1CCCN(C2Cc3ccccc3C2)C1 (stereo not drawn),6,4,20,11,-11,-9,-6,-1
O=C(CCN1C(=O)/C(=C/c2ccccc2)SC1=S)NNC(=O)c1cccnc1,-11,6,20,1,3,-6,-1,2
CCOC1(c2ccccc2)CC1C(=O)N/N=C/c1cccc([N+](=O)[O-])c1 (stereo not drawn),30,9,15,-25,9,-4,2,1
Cc1ccc(SC[C@H](C)CN2CC[C@H](NC(=O)OCc3ccccc3)CCC2=O)cc1,-14,6,18,-4,5,1,4,0
CCC(=O)c1ccc(OCC(=O)NCC2(N3CCCCC3)CCCCC2)cc1,-9,3,8,11,-3,-2,3,-19
Cc1ccc(SC(C)C(=O)O/N=C(\N)c2ccncc2)cc1 (stereo not drawn),8,-10,3,8,12,-7,8,0
COc1ccc(/C(N)=N/OC(=O)c2cccc([N+](=O)[O-])c2)cc1,0,11,24,5,2,-6,-5,1
CCc1ccc(-c2nc(CS(=O)CC(=O)NC3CC3)c(C)o2)cc1 (stereo not drawn),7,6,-15,4,-13,-1,-6,-9
N#Cc1ccccc1Cn1c(=O)n(CCC(=O)NCc2ccco2)c(=O)c2ccccc21,1,-3,16,5,-1,0,-14,0
Cc1cc(C)c(S(=O)(=O)N2CCN(C(=O)CCn3nc(C)c(C)c3C)CC2)c(C)c1,-17,-6,8,-12,11,-7,0,2
CCn1c(Oc2ccccc2C)nc2c1c(=O)n(C)c(=O)n2C,4,1,8,10,4,-5,-2,0
COc1cc(C(CCN2CCCC2)c2c(OC)cc(OC)c3c(-c4ccccc4)cc(=O)oc23)cc(OC)c1OC (stereo not drawn),1,-4,-44,-12,11,7,2,0
Cc1cccc(NC(=O)CNC(=O)CCc2nc3sc4c(c3c(=O)[nH]2)CCCC4)c1C,3,-5,-66,-2,8,-10,7,-23
COC(=O)c1ccccc1NC(=O)CN(Cc1ccccc1)S(C)(=O)=O,14,-3,-1,-6,-18,0,15,2
CNC(=O)/C(C#N)=C/c1c(F)cccc1Cl,-4,-7,7,7,-12,-6,11,3
COc1ccc(NC(=O)CSc2nccn2Cc2ccco2)c(OC)c1,11,0,-1,2,8,-7,-7,3
CC(C)NC(=O)c1ccc2c(=O)n(Cc3ccco3)c(=S)[nH]c2c1,14,-2,22,4,1,1,-9,1
Cc1nc2ccc(Br)cc2c(-c2ccccc2)c1C(=O)O,16,7,18,7,1,14,3,3
COc1cc(NC(=O)COC(=O)CSc2ccccc2F)c(C)cc1[N+](=O)[O-],-7,-3,14,0,-1,-15,-7,6
O=C(Nc1ccc2c(c1)OCCO2)C1CCCN(S(=O)(=O)c2cccs2)C1 (stereo not drawn),26,14,1,-4,14,-8,-3,1
O=C(c1ccc(Cl)cc1)C1CCN(C(=O)NC2CCCCC2)CC1,7,-6,9,-5,-1,-19,8,3
CN(C)CCN(C(=O)/C=C/c1cccs1)c1nc2c(F)cc(F)cc2s1,18,-6,-16,5,5,-6,-2,5
Cc1onc(-c2ccccc2)c1C(=O)OCC(=O)NCc1ccc(F)cc1,4,-4,0,-6,0,-6,5,3
Cc1ccc(S(=O)(=O)CCC(=O)Nc2cccc([N+](=O)[O-])c2)cc1,17,2,19,-9,6,7,-7,1
COc1ccc(-c2nnc(SCc3ncc(-c4ccccc4)o3)o2)cc1,-8,-3,4,-13,16,-1,-2,-4
CCOC(=O)c1c(-c2ccccc2)csc1NC(=O)C1CCCO1 (stereo not drawn),36,-7,4,-4,4,1,-7,0
CC1(c2ccc(Cl)cc2Cl)OCC(Cn2ccnc2)O1 (stereo not drawn),-7,-4,13,2,0,-8,0,2
CCCCNC(=O)C1CC(c2ccccc2[N+](=O)[O-])=NO1 (stereo not drawn),-3,10,19,-2,1,-15,-4,2
O=C(NCCc1ccccc1)C1CCCN(C(=O)Nc2ccc(F)cc2)C1 (stereo not drawn),-3,-6,15,10,0,-4,3,2
CCc1ccc(NC(=S)Nc2ccc3cn[nH]c3c2)cc1,10,6,-30,0,7,0,4,-5
CNS(=O)(=O)c1cccc(C(=O)OCC(=O)Nc2sc3c(c2C#N)CCCCC3)c1,-11,2,-3,0,10,0,7,-3
Cn1c(Cc2cccc3ccccc23)nnc1SCC(=O)N1CCN(c2cccc(Cl)c2)CC1,3,-1,19,2,26,4,3,-1
COc1ccc(/C=N/NC(=O)C2c3ccccc3Oc3ccccc32)c(OC)c1,-19,-3,27,-11,-4,-3,2,1
CC(C)c1ccc(N(CC(=O)NCc2ccc(F)cc2)C(=O)c2snc(C(N)=O)c2N)cc1,-5,0,-258,-12,8,-1,-2,-198
COc1ccc(C(c2sc3ncnn3c2O)N2CC(C)OC(C)C2)cc1OC (stereo not drawn),-12,1,7,-14,6,-5,-3,3
O=S(=O)(Cc1cc(Cl)nc(-c2ccccc2)n1)c1ccccc1,-13,10,11,-12,6,-10,-1,2
O=C(COc1cccc([N+](=O)[O-])c1)N/N=C/c1ccco1,-3,-5,16,4,3,-11,-9,2
CC(=O)Nc1ccc(C(=O)OCC(=O)NC(=O)NC2CCCCC2)cc1,8,-3,8,-4,6,3,2,0
CN(C(=O)Cc1c(C(=O)O)n(C)c2ccccc12)c1ccc(F)cc1,-3,2,-2,-6,3,4,-9,-5
COc1ccc(C(=O)Nc2cccc([N+](=O)[O-])c2)cc1Br,10,9,18,-1,-4,-2,-5,1
Cc1nn(CC(=O)NCC(C)c2ccccc2)c(=O)c2cc3occc3n12 (stereo not drawn),10,1,14,-1,-9,-1,-7,0
CSc1ccc(CNC(=O)c2c(C)noc2C)s1,2,4,16,6,1,-2,-4,-1
C(=N\Nc1ccccn1)/c1ccc2c(c1)OCCO2,5,83*,-4,86*,-2,72*,-5,0
Cc1ccc(OCC(=O)NCc2ccco2)c([N+](=O)[O-])n1,14,-4,10,-14,-2,-4,-1,1
Oc1c(CN2CCc3ccccc3C2)cc(Cl)c2cccnc12,37,-4,-109,13,40,-10,10,-35
CCCCOc1[nH]c2nc(-c3ccco3)n(Cc3ccco3)c(=N)c2c1C#N,31,7,i,-4,24,1,0,-18
CCC(C)Sc1nc2c(cnn2-c2ccc(F)cc2)c(=O)[nH]1 (stereo not drawn),-11,-4,11,-40,17,-8,-4,-1
CC(CCN1CCN(CCO)CC1)c1ccccc1 (stereo not drawn),-10,8,4,4,-12,-1,-8,1
CCCN1Cc2cccc(C(=O)Nc3ccc(S(=O)(=O)N4CCCCCC4)cc3)c2C1=O,10,/,14,/,/,/,-6,0

Remaining list, next part.
canonical_smiles,PfG6PD inh,SENP7 inh,SENP8 block-1,SENP6 inh,Apaf1 inhib,SENP8 block-2,HKDC1 inhibitor,SENP1 inh
CCCn1c(O)c(N=Nc2ccc3ccccc3n2)c2ccccc21,11,93*,25,95*,20,85*,4,17
COc1ccc(C(=O)NCS(=O)(=O)c2ccc(C)cc2)cc1,-5,6,16,8,0,1,1,2
O=S(=O)(Nc1cc(S(=O)(=O)N2CCOCC2)ccc1NCC1CCCO1)c1ccccc1 (stereo not drawn),4,3,4,-4,0,2,0,-5
Cc1ccccc1OCC(O)CN1CCN(c2ccc(Cl)cc2)CC1 (stereo not drawn),13,-1,11,16,15,3,5,2
O=C(CN1C(=O)CCSc2ccccc21)Nc1ccc(F)cc1,-10,2,18,6,-2,5,3,-1
COc1ccc(OCc2cc(C(=O)N(C)C(C)c3ccon3)no2)c(Cl)c1 (stereo not drawn),4,3,9,15,17,-1,-1,0
Cc1ccc2c(c1)-n1c(nc3ccc(Cl)cc3c1=O)C(CC(C)C)NC2=O (stereo not drawn),/,-3,/,2,10,0,/,/
COc1ccc(S(=O)(=O)Nc2ccccc2)cc1OC,9,5,5,-11,8,5,-3,-2
COc1cccc(-c2nc(-c3ccc4c(c3)NC(=O)CO4)cs2)c1,6,7,-27,7,22,0,-8,0
CCN(C(=O)CN1CCC(C(=O)OC)CC1)c1c(N)n(Cc2ccccc2)c(=O)[nH]c1=O,8,-1,2,-2,7,-6,-5,-8
O=C(NCc1ccccc1Cl)C1CCN(S(=O)(=O)N2CCC3(CC2)OCCO3)CC1,1,-18,3,-27,-3,5,-10,1
CCOC(=O)c1ccc(COc2nc3ccccc3nc2-c2ccccc2NC(C)=O)o1,-11,-6,1,0,9,-1,3,2

An excerpt of these results, with each value named.
Cc1ccc2c(c1)-n1c(nc3ccc(Cl)cc3c1=O)C(CC(C)C)NC2=O (stereo not drawn)
  PfG6PD inh = / | SENP7 inh = -3 | SENP8 block-1 = / | SENP6 inh = 2 | Apaf1 inhib = 10 | SENP8 block-2 = 0 | HKDC1 inhibitor = / | SENP1 inh = /
COc1ccc(S(=O)(=O)Nc2ccccc2)cc1OC
  PfG6PD inh = 9 | SENP7 inh = 5 | SENP8 block-1 = 5 | SENP6 inh = -11 | Apaf1 inhib = 8 | SENP8 block-2 = 5 | HKDC1 inhibitor = -3 | SENP1 inh = -2
COc1cccc(-c2nc(-c3ccc4c(c3)NC(=O)CO4)cs2)c1
  PfG6PD inh = 6 | SENP7 inh = 7 | SENP8 block-1 = -27 | SENP6 inh = 7 | Apaf1 inhib = 22 | SENP8 block-2 = 0 | HKDC1 inhibitor = -8 | SENP1 inh = 0
CCN(C(=O)CN1CCC(C(=O)OC)CC1)c1c(N)n(Cc2ccccc2)c(=O)[nH]c1=O
  PfG6PD inh = 8 | SENP7 inh = -1 | SENP8 block-1 = 2 | SENP6 inh = -2 | Apaf1 inhib = 7 | SENP8 block-2 = -6 | HKDC1 inhibitor = -5 | SENP1 inh = -8
